GPR55 antagonists: GPR55 antagonists blocking LPI-driven arrestin recruitment, primary screen, imaging, U2OS, beta-arrestin-GFP, LPI agonist (AID 2013) | U2OS GPR55 beta-arrestin-GFP translocation imaging, LPI antagonism; higher % means a stronger effect | inhibition, % at 10 µM, or IC50 in µM where a hit was titrated | actives 0.13% (n = 290,000);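 active = spots per cell inhibited over 60%, with over 100 cells counted and total cytoplasm intensity under 500,000; inconclusive = wells with under 100 cells, flagged as likely toxic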;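 note: U2OS cells stably carrying GPR55 and arrestin-GFP stimulated by 5 µM LPI near EC80; imaged beta-arrestin-GFP aggregate spots per cell after agonist stimulation; plate controls were LPI-stimulated DMSO wells for no effect and DMSO wells without LPI for full effect; some results filed as inactive read as strong as hits; confirmed hits need IC50 under 10 µM and bright autofluorescent wells are also inconclusive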
GPR35 arrestin U2OS: GPR35 antagonists blocking zaprinast-driven arrestin recruitment, primary screen, imaging, U2OS, beta-arrestin-GFP, zaprinast agonist (AID 2058) | G-protein coupled receptor 35 (Homo sapiens) | U2OS GPR35 beta-arrestin-GFP translocation imaging, zaprinast antagonism; higher % means a stronger effect | one-dose inhibition, % at 10 µM; IC50 in µM for titrated hits | actives 0.052% (n = 290,000);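 active = inhibition of at least 50% with at least 30 cells and total cytoplasm GFP at most 10,000,000; inconclusive = under 30 cells or total GFP of 10,000,000 plus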
AID2073: inhibitors of Mint1-CaV2.2 protein interaction, biochemical, HTRF (AID 2073); inhibition, % at 20 µM; hits with a dose series show IC50 in µM; actives 0.19% (n = 290,000); Voltage-dependent N-type calcium channel subunit alpha-1B (Homo sapiens); HTRF protein-protein interaction, Mint1-CaV2.2; higher % means a stronger effect; in the data active = inhibition mostly above about 51%, no sharp cut-off; inconclusive = no clear call, values can overlap the other calls; inactive = mostly below about 53%; note: some results filed as inactive read as strong as hits
HIV fusion peptide: inhibitors of HIV fusion peptide binding, primary screen, biochemical, uHTS, fluorescence dequenching (AID 1986). cell-free peptide binding, fluorescence dequenching, 30 min; higher % means a stronger effect. inhibition, % at 20 µM; hits with a dose series show IC50 in µM. actives 0.3% (n = 290,000); in the data active = inhibition mostly above about 52%, no sharp cut-off; inactive = mostly below about 76%; note: some results filed as inactive read as strong as hits
GPR55 activation: GPR55 agonists via beta-arrestin recruitment, primary screen, imaging, U2OS cells, beta-arrestin-GFP redistribution (AID 1961). G-protein coupled receptor 55 (Homo sapiens). U2OS GPR55 beta-arrestin-GFP redistribution imaging; higher % means a stronger effect. activation, % at 10 µM, or EC50 in µM where a hit was titrated. actives 0.048% (n = 290,000);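 active = activation above 40% with more than 50 cells counted in the well; inconclusive = wells holding fewer than 50 cells, flagged as toxic or sparse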;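 note: U2OS osteosarcoma cells stably expressing GPR55 and beta-arrestin-GFP; plate controls were DMSO negative control for no effect and LPI positive control for full effect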
Siah-1 displacement: Siah-1 peptide-binding antagonists, primary screen, biochemical, fluorescence polarization, rhodamine-plectin, uHTS (AID 1817); E3 ubiquitin-protein ligase SIAH1 (Homo sapiens); Siah-1 / rhodamine-plectin peptide fluorescence polarization; higher % means a stronger effect; displacement, % at 20 µM, or IC50 in µM where a hit was titrated; actives 0.02% (n = 290,000);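 active = displacement of at least 50% at 20 µM, with a fluorescence ratio check between 0.3 and a set limit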;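 note: plate controls were Siah plus tracer with DMSO for no effect and tracer alone without Siah for full effect; strong numbers were not always called active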
UTI89 phage lysis: inhibition of K1F phage lysis, E. coli UTI89, bacterial capsule biogenesis inhibitors, alamar blue (AID 488966) | actives 0.02% (n = 340,000) | one-dose inhibition, % at 100 µM; IC50 in µM for titrated hits | E. coli UTI89 K1F phage lysis, alamar blue, 2 h; higher % means a stronger effect;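 active = phage lysis inhibition, versus mean bacterial control, above a set limit; inconclusive = no clear call, values can overlap the other calls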;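 note: capsule biogenesis inhibitors block K1F phage lysis so surviving cells raise fluorescence; higher fluorescence means more inhibition of phage lysis; actives were called in the ten point dose series up to 300 µM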
NTR1 ag: agonists of NTR1, primary screen, imaging, U2OS cells, beta-arrestin-GFP, high content (AID 493036); actives 0.17% (n = 330,000); activation, % at 20 µM; Neurotensin receptor type 1 (Homo sapiens), P30989; NTR1-U2OS beta-arrestin-GFP spot imaging, agonist mode;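 active = activation at or above 40% of the spot to cytoplasm intensity ratio, with at least 20 cells analyzed; inconclusive = wells under 20 cells, flagged as cytotoxic or low count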;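 note: 0% = DMSO without peptide and 100% = 100 nM NTR1 peptide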
Target sequence (P30989 whole entry, looked up): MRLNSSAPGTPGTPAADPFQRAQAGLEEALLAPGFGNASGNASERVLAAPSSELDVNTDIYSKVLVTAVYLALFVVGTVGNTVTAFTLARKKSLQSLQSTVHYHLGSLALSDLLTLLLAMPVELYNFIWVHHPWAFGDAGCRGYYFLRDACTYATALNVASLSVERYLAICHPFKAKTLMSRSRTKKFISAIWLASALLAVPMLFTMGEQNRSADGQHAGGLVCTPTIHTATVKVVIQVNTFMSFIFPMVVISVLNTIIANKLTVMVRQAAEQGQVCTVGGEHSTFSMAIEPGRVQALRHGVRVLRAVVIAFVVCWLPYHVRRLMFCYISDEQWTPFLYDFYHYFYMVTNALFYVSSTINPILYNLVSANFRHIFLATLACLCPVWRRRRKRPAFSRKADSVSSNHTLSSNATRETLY
Dengue-2 NS5 capping: Dengue-2 NS5 methyltransferase inhibitors, primary screen, biochemical, confirmation dose response (AID 588689); Genome polyprotein (Dengue virus type 2 (strain 16681-PDK53)); one-dose inhibition, % at 25 µM; IC50 in µM for titrated hits; Dengue-2 NS5 methyltransferase capping enzyme assay, biochemical; higher % means a stronger effect; actives 0.3% (n = 340,000); in the data active = a potency from the dose series; inconclusive = inhibition above about 29% without an active follow-up result
NTR1 ag cell count 20 µM: further read-out of NTR1 ag, marked with its call; cell count; measured here: cell count, cytotoxicity flag
The depositor's hits bear a star; i = inactive; ? = inconclusive; . = not tested or not shown; [ ] = remark or other dose. No enrichment for hits; about 1.2% have a hit in one of these screens.

smiles,NTR1 ag cell count 20 µM,AID2073,UTI89 phage lysis,GPR35 arrestin U2OS,Siah-1 displacement,HIV fusion peptide,NTR1 ag,GPR55 activation,Dengue-2 NS5 capping,GPR55 antagonists
Cc1ccc(S(=O)(=O)N/N=c2\oc3ccccc3cc2C(=O)Nc2cccc(C)c2)cc1,52,18%,.,-8%,2%,-1.7%,3.5,-0.3%,.,9%
Cc1cccc(OCC(=O)N2CCN(C(=O)c3ccco3)CC2)c1,59,10%,0.4%,10%,6%,0.1%,1.6,-0.1%,-2%,-5%
CC12CC3(C)CC(C)(C1)CC(C(=O)NCC(=O)O)(C2)C3,91,-3%,0.1%,-6%,8%,1.2%,-1.0,0.3%,.,4%
COc1ccc(-n2c(Cc3cccn3C)nnc2SCC(=O)NCC2CCCO2)cc1 (stereo unspecified),49,-10%,3.8%,-4%,0%,-1.3%,-1.0,0.3%,-4%,-8%
C=C(C)c1cccc(C(C)(C)NC(=O)NCC2COCCO2)c1 (stereo unspecified),70,0%,0.8%,-3%,-11%,-3.3%,0.2,-0.3%,0%,13%
CC(=O)N1c2ccc(S(=O)(=O)NCC3CCC(C(=O)N(C)Cc4ccccc4)CC3)cc2CC1C (stereo unspecified),45,-1%,0.0%,-47%,0%,-1.4%,1.0,-0.1%,3%,2%
COc1cccc2cc(C(=O)NCCN3CCOCC3)c(=O)oc12,37,5%,0.3%,-7%,6%,1.4%,0.2,-0.2%,3%,2%
Cc1ccc(-c2nnc(SCC(=O)Nc3nc4c(s3)CCCC4)n2C)cc1,66,13%,-0.6%,2%,4%,8.5%,-0.6,0.6%,-2%,2%
Cc1cc(CN(C)C(=O)c2cc(COc3ccc(C)c(C)c3)on2)on1,57,2%,-0.3%,-14%,5%,0.7%,0.0,-0.1%,-2%,14%
c1ccc(-c2nnc(CN3CCN(C(c4ccccc4)c4ccccc4)CC3)o2)cc1,58,-4%,2.4%,-9%,4%,-2.8%,3.0,0.1%,-3%,20%
COC(=O)/C=c1/s/c(=C(/C#N)C(=O)NCc2ccccc2)n(-c2ccccc2)c1=O,101,8%,-0.3%,-16%,2%,0.0%,6.9,0.2%,-6%,-9%
CCc1cc(=O)oc2cc(C)cc(OC(C)C(=O)NCCCn3ccnc3)c12 (stereo unspecified),42,27%,0.1%,6%,5%,1.3%,1.4,0.2%,-7%,5%
Cc1cc(CN(C)C(=O)CC2C(=O)NCCN2Cc2ccc(-c3ccccc3)cc2)on1 (stereo unspecified),70,-2%,-0.5%,2%,0%,5.5%,1.0,0.3%,4%,5%
Nc1ccccc1Oc1ncc(C(F)(F)F)cc1Cl,46,-6%,5.9%,6%,-5%,-0.5%,0.6,0.5%,-1%,18%
CC(=O)NCCc1nc2cc(NC(=O)c3ccccc3)ccc2n1C,53,0%,0.4%,11%,2%,-1.1%,-0.1,-0.2%,-5%,4%
O=C(OC1CCCCC1=O)c1cc(=O)c2ccccc2o1 (stereo unspecified),92,2%,0.6%,8%,0%,1.6%,1.0,-0.1%,-11%,12%
N/C(=N\OC(=O)CCC(=O)O)c1ncc(C(F)(F)F)cc1Cl,35,1%,-0.9%,17%,-1%,-0.3%,0.0,1.6%,0%,6%
NCCCCNCCCN,57,-7%,2.9%,-10%,5%,0.4%,0.8,-0.1%,-11%,3%
Cn1c(=O)[nH]c(=O)c2c1nc(CN1CCN(c3cccc(Cl)c3)CC1)n2Cc1ccccc1Cl,98,9%,0.2%,-17%,-1%,-2.1%,35,-0.2%,-3%,-14%
O=C(Cc1ccccn1)c1ccc(O)cc1O,92,12%,0.3%,4%,2%,-0.1%,-1.8,0.0%,-1%,2%
CCCNS(=O)(=O)c1ccc(N2CCCC2=O)c([N+](=O)[O-])c1,67,-2%,1.0%[50 µM],4%,8%,0.7%,3.5,-0.5%,-2%,4%
Cc1ccc(-n2cc(-c3ccccc3)c3c(NN4CCOCC4)ncnc32)cc1,51,7%,-0.1%,8%,-3%,-3.3%,0.7,-0.2%,3%,11%
CC(C)OC(=O)c1nnc(Cc2ccc(F)cc2)o1,57,-6%,4.4%,4%,0%,-3.0%,-3.4,-0.2%,1%,-10%
O=C(CN1C(=O)C2CCCCC2C1=O)Nc1nccs1 (stereo unspecified),55,-9%,0.4%,2%,-10%,-0.8%,0.7,0.2%,-4%,49%
CCCc1cc(=O)oc2c(C)c(OCC(=O)NCCN3CCOCC3)ccc12,69,14%,0.2%,3%,18%,0.1%,0.9,-0.2%,-6%,10%
COc1cc2c(cc1OC)[C@H](C)N(C(=O)NCc1ccccc1)CC2,69,-3%,0.2%,2%,5%,1.9%,-0.7,-0.1%,-5%,-12%
NC(=S)N/N=C/c1cc([N+](=O)[O-])ccc1OCCOc1ccccc1,40,8%,0.5%,6%,-7%,-0.7%,-0.3,-0.2%,-7%,4%
COc1ccccc1NC(=O)CN1CCCCC1,62,-6%,0.6%,-9%,3%,1.2%,-1.2,-0.1%,10%,-8%
COc1ccc(N2CCOCC2)c(NC(=O)c2cc3ccccc3o2)c1,53,11%,-0.1%,-2%,-3%,1.6%,3.4,0.0%,0%,-9%
O=C(NCC1CCCO1)c1ccc2c(c1)ncn2-c1cccc(F)c1 (stereo unspecified),69,6%,0.1%,0%,0%,0.0%,-0.9,-0.1%,-8%,-1%
COc1cc(NC(=S)N2CCN(C/C=C/c3ccccc3)CC2)cc(OC)c1,47,?,5.6%,0%,8%,2.7%,0.3,-0.3%,-1%,6%
O=C1NC(c2ccccc2)(C(F)(F)F)SC2=NCCCN12 (stereo unspecified),52,3%,2.8%,2%,-4%,-2.5%,-1.2,0.6%,-2%,3%
COC(=O)CCC(=O)NS(=O)(=O)c1ccc(N=NN2CCOCC2)cc1,35,-9%,-0.9%,-6%,5%,-0.5%,0.2,-0.1%,-5%,-4%
CC1Cc2ccccc2N1C(=O)COc1cccc(-n2cnnn2)c1 (stereo unspecified),70,0%,0.1%,9%,0%,1.9%,1.8,0.0%,-4%,2%
O=C(Nc1cccc(OCC(=O)N2CCOCC2)c1)c1ccc(C(F)(F)F)cc1,56,-1%,-0.3%,19%,9%,1.4%,-0.5,-0.4%,-12%,10%
CCSc1nnc(-c2cccc(S(=O)(=O)N(C)C)c2)n1-c1cc(OC)ccc1OC,83,0%,0.1%,24%,4%,-2.4%,0.0,-0.3%,2%,3%
COCCCNc1nc2nonc2nc1N(C)CC1CCCN1C (stereo unspecified),58,-5%,0.1%,-6%,3%,0.3%,3.7,-0.1%,-19%,4%
CC1CCN(c2nc(N(C)c3ccccc3)nc(N)c2[N+](=O)[O-])CC1,46,-21%,0.7%,-3%,12%,-1.8%,13,0.3%,6%,6%
COc1cc(CN2CCCC(C)C2)cc([N+](=O)[O-])c1O (stereo unspecified),65,-8%,6.3%,19%,7%,4.3%,-0.4,0.4%,-1%,20%
O=C(O)c1cc2c(s1)-c1ccccc1OC2,41,16%,0.2%,-11%,-5%,2.8%,-0.1,-0.1%,4%,-6%
Cn1nnc(NC(=S)NC(=O)c2cccc3c(Br)cccc23)n1,51,-4%,0.0%,-16%,4%,1.3%,2.0,-0.1%,-6%,20%
NS(=O)(=O)c1cccc(NC(=O)Cn2cnc3ccccc3c2=O)c1,53,-7%,12%,5%,1%,-0.7%,-1.4,0.0%,-2%,14%
Cc1noc(C)c1C(=O)OCC(=O)N1CCN(S(=O)(=O)c2ccc3ccccc3c2)CC1,67,-9%,0.1%,-9%,-4%,-0.6%,1.2,-0.1%,0%,-2%
Cc1ccc2cc(CN(CC3CCCO3)S(=O)(=O)c3ccccc3)c3nnnn3c2c1 (stereo unspecified),54,10%,1.5%,3%,7%,-0.7%,3.9,-0.2%,-1%,0%
CCOCN(C(=O)Cn1c(COC)nc2ccccc21)c1c(C)cccc1CC,99,1%,0.1%,3%,1%,-0.5%,0.5,-0.1%,-2%,1%
C/C(=C\c1ccco1)C1C(C#N)=C(N)Oc2n[nH]c(-c3ccccc3)c21 (stereo unspecified),77,13%,-0.2%,12%,-2%,30%,4.3,0.6%,5%,10%
COc1cc([N+](=O)[O-])ccc1-c1ccc(/C=N\n2cnnc2)o1,67,?,0.1%,4%,8%,12%,1.4,0.3%,?,-7%
Cc1ccc(C)c(CSc2ncccc2C(=O)O)c1,80,-2%,1.1%[50 µM],5%,8%,2.0%,-0.2,-0.2%,4%,-3%
COc1ccc(-c2nc(-c3ccccc3)nc(N3CCN(C)CC3)c2C#N)cc1,65,4%,0.0%,-1%,4%,-4.5%,10,-0.1%,-6%,11%
Cc1nn(C)c(C(=O)N/N=C/c2ccc(C(F)(F)F)cc2)c1[N+](=O)[O-],36,4%,0.1%,-2%,2%,2.5%,1.0,-0.2%,1%,6%
CC(C)=CC(=O)NCCc1ccccc1,82,-5%,i,1%,3%,-1.1%,-1.2,-0.1%,-3%,7%
CCc1ccc(-c2cc3c(=O)n(CC(=O)NCCCN4CCN(Cc5ccccc5)CC4)nc(C)n3n2)cc1,55,-2%,1.1%,31%,-3%,-0.3%,2.7,-0.4%,10%,1%
O=C(CN(Cc1cccs1)C(=O)CSc1nnc(COc2ccccc2)o1)NC1CCCC1,49,3%,1.1%[50 µM],-4%,4%,-1.1%,-0.3,0.3%,-1%,13%
Cc1ccn2c(CNCCCn3cccn3)c(C(=O)N3CCCCCC3)nc2c1,44,1%,0.0%,2%,2%,1.0%,-1.5,-0.1%,1%,9%
